# Bioassay records deposited in PubChem BioAssay by several laboratories.
# CAL PDZ FP-1: human CAL PDZ-peptide interaction inhibition | purified CAL PDZ, TMR-peptide fluorescence polarization, 1 h | AID 504414 | 0.02% of 330,000 active | inhibition, % at 20 µM;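 active = highest replicate inhibition of at least 40%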;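 note: plate controls were DMSO neutral control wells for no effect and unlabeled competitor peptide control wells for full effect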
#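 Test system: tagged CAL PDZ domain / Buffer or medium: sodium phosphate/NaCl buffer pH 7.4 with TCEP, IgG, Thesit / Reagent: TMR-labelled reporter peptide T*-PRC34 bound in PDZ groove / Compound dosing: single point, 20 µM / Schedule: 1 h incubation at room temperature before polarization reading / Technique: fluorescence polarization (mP) / Benchmarks: unlabelled peptide, DMSO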
# CAL PDZ FP-2: blocks peptide binding to the human CAL PDZ domain. 0.92% of 300,000 active. AID 602252. Q9HD26. purified CAL PDZ, TMR-peptide fluorescence polarization, 1 h. inhibition, % at 24.9 µM;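 active = mean inhibition of at least 30% with at least half of replicates also reaching 30%; inconclusive = no clear call, values can overlap the other calls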;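 note: 0% = DMSO neutral control and 100% = excess unlabeled competitor peptide PRC23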
# Wnt bcat act: activators of Wnt/beta-catenin signaling; Wnt/beta-catenin reporter cell assay, activator, plate reader; activation, % at 9.35 µM; 1.2% of 300,000 active; in the data active = activation above about 30%, passing the limit was not always enough; inconclusive = no clear call, values can overlap the other calls;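 note: 0% = neutral control wells and 100% = positive control wells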
# MITF TRPM1 HTS: increases MITF-driven TRPM1 promoter luciferase signal | 0.75% of 300,000 active | SK-MEL-5 TRPM1-promoter luciferase, 24 h; % of positive control, neutral wells = 0 | AID 588334 | activation, % at 12.5 µM;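 active = mean activation of at least 80% with every replicate also reaching 80%; inconclusive = mean reaches 80% but some replicate falls short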;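 note: 0% = neutral control wells and 100% = parthenolide positive control wells; values of inactives mirror those of a sister screen read the other way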
# dFosB activator: activators of mouse delta FosB homodimer. P13346. purified delta FosB, TAMRA-CDK5 oligo fluorescence polarization; percent of positive-control signal above neutral wells. activation, % at 25 µM. 0.99% of 340,000 active;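 active = mean activation above about 17%, with every replicate also reaching it, limit read from the data, passing the limit was not always enough; inconclusive = only one of the two conditions met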;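 note: fluorescence polarization rise as delta FosB binds a TAMRA Cdk5 AP-1 oligo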
# cardiac RTF act: cardiac RTF calcium sensitization; P19429+P45379; IANBD-labeled TnC RTF fluorescence at EC20 calcium; 0% EC20 calcium, 100% full calcium; activation, % at 7.2 µM; 0.24% of 340,000 active;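 active = activation above the mean over all tested compounds plus 3 SD, cut at about 30% in these data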;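 note: rise in fluorescence read as greater calcium sensitivity of cardiac thin filaments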
# Rtt109 HAT inh: blocks Candida albicans Rtt109/Vps75 acetyltransferase activity; AID 540336; purified Rtt109/Vps75, ThioGlo CoA-SH fluorescence, 4 h; 0.16% of 330,000 active; Q5AAJ8; inhibition, % at 34.9 µM;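 active = inhibition of at least 50% in every replicate; inconclusive = best replicate reaches 50% inhibition but some replicates fall short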
# Target sequence (Q5AAJ8 whole entry, looked up): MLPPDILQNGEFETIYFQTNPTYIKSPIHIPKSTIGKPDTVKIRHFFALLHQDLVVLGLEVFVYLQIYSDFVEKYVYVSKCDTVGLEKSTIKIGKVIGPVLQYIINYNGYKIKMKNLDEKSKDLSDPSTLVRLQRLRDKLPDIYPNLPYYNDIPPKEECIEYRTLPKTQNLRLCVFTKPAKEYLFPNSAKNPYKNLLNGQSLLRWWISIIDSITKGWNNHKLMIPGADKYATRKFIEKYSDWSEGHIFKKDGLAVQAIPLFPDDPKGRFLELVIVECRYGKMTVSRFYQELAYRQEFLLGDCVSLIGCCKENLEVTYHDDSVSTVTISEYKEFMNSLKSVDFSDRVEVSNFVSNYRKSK
# Tat export inh: E. coli Tat transport inhibition; AID 488895; 0.036% of 340,000 active; E. coli MC4100 TorA-mCherry Tat export, fluorescence; inhibition, % at 10 µM;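 active = mean replicate inhibition at least 50% and at least half of replicates individually reaching 50%; inconclusive = only one of the two criteria met; inactive = neither criterion met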;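 note: exported cargo escapes ClpAP degradation while cytoplasmic cargo is degraded and loses fluorescence; 0% = median of neutral control wells and 100% = median of NaSCN control wells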
# CDK5 p35 inh: CDK5/p35 (human) kinase inhibition. Q00535+Q15078. Recombinant CDK5/p35, ADP-Glo luminescence, 60 min. inhibition, % at 10 µM. 0.01% of 330,000 active. AID 488839;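 active = highest replicate inhibition of at least 50% and at least 75% of replicates reaching 50%; inconclusive = only one of the two criteria met; inactive = both criteria failed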;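 note: plate controls were DMSO neutral control for no effect and GW8510 at 10 µM for full effect; many of its hits are not listed in these tables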
# Target sequence (Q00535 whole entry, looked up): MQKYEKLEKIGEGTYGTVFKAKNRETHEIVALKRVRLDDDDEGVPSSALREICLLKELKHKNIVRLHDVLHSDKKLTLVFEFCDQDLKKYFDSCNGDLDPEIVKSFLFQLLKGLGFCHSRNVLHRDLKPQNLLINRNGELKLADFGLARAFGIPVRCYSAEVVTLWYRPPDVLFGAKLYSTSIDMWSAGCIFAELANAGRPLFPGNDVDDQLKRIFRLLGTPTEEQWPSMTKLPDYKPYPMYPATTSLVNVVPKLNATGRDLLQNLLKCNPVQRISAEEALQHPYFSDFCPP
# Target sequence (Q15078 whole entry, looked up): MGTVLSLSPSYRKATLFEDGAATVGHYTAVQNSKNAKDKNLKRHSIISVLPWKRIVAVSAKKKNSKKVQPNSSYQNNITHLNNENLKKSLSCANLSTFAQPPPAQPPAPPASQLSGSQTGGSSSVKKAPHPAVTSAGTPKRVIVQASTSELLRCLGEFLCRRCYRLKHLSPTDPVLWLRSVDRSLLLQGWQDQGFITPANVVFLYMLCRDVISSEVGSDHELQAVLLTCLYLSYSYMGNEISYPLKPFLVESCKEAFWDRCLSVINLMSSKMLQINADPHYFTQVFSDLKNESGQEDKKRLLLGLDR
# V-ATPase pHluor: yeast V-ATPase proton transport regulation by pHLuorin; S. cerevisiae, pHLuorin cytosolic pH fluorescence; response, % at 10 µM; 0.37% of 350,000 active; AID 504577; in the data active = response mostly above about 7.3%, no sharp cut-off; inactive = mostly below about 5.4%; note: actives read high; inactives centre near 0; some compounds called inactive have numbers as strong as hits
# Active calls of the source: *; ? = inconclusive; . = no result given; & = joins results of further samples. The order is random; overall some 4.1% were active at least once.
SMILES,CAL PDZ FP-1,CAL PDZ FP-2,Wnt bcat act,MITF TRPM1 HTS,dFosB activator,cardiac RTF act,Rtt109 HAT inh,Tat export inh,CDK5 p35 inh,V-ATPase pHluor
COc1ccc(-c2oc(=O)c3cc(OC)c(OC)cc3c2/C=C/c2ccc(OC(C)=O)cc2)cc1,-2.7,-6,2,2,0,7,5,-2,-1.2,-3
Cc1cccc(NC(=O)CSc2nnc(-c3cnccn3)n2Cc2ccco2)c1,4.5,2,6,0,-1,-2,-1,23,0.1,3
Cc1nn(-c2ccccc2)c(Cl)c1C1C(C#N)=C(N)OC2=C1C(=O)CC(C)(C)C2 (configuration not stated),-0.8,-7,-2,-21,-3,-4,-6,-5,0.5,0
Cc1cccc(NS(=O)(=O)c2nnc(NC(=O)CC(C)C)s2)c1,-1.3,-3,0,2,-2,4,-1,-5,0.8,-2
O=C(Nc1cc(S(=O)(=O)N2CCCCCC2)ccc1OCC(F)(F)F)c1ccc(=O)[nH]c1,-1.7,-2,3,0,-14,-4,-7,3,-1.9,0
CC1=NN(C(=O)c2csc(C)c2)C(O)(C(F)(F)F)C1 (configuration not stated),-3.0,-8,.,-5,-3,3,-7,4,0.1,-1
CCc1ccc(C(=O)NCc2cnn(C)c2)s1,-4.0,-3,3,16,2,-1,-1,4,0.7,3
O=C(c1ccc(S(=O)(=O)NCc2ccco2)cc1)N1CCN(Cc2ccccc2)CC1,0.3,4,-1,-3,-1,-3,-9,-3,0.0,-2
O=C(C1CCCO1)N1CCN(C(=S)Nc2ccc(Br)cc2)CC1 (configuration not stated),-2.9,-2,0,-5,3,-4,-2,-2,0.1,-1
COc1cc2c(cc1OC)CN(C(=O)CN1CCN(S(=O)(=O)c3ccccc3Br)CC1)CC2,-0.2,-8,0,1,-9,-4,7,-2,1.4,-1
COc1ccc(C)cc1NC(=O)C1CC(=O)N(CCc2ccc(F)cc2)C1 (configuration not stated),-1.3,.,6,-9,7,-10,7,-5,-0.2,-3
O=c1c2[nH]c3ccccc3c2nc2n1CCCS2,-0.1,3,2,4,-4,.,3,-5,0.5,1
CCCCCCSc1cc(-c2nc3ccc(Cl)cn3c2NCCCC)ccc1OC,-0.1,-2,-4&-2,18,-6,6,7,1,0.4,-2
Cc1nc(NC(=O)Nc2ccc(Cl)cc2)sc1C,0.4,-5,15,78,-2,7,-12,4,-0.4,2
COc1cc(OC)c(OC)cc1CN1CCN(C(=O)CC(C)C)CC1,5.0,0,-2,-17,-4,1,-7,-2,-0.2,-2
COc1ccc(N(CC(=O)NCc2cccnc2)S(=O)(=O)c2ccc(C)c([N+](=O)[O-])c2)cc1,-0.2,-4,-11,6,2,0,-8,3,0.2,-3
O=C(CCc1ccccc1Cl)Nc1cc2c(cc1C(=O)O)OCCCO2,-0.4,0,0,-8,-4,-2,-4,1,-0.3,0
Cc1cc(C)cc(NC(=S)N2C3CCCC2CC(NC(=O)C2CC2)C3)c1 (configuration not stated),-0.6,-2,4,.,0,-6,-3,0,1.3,-4
CC(/C=N/NC(=O)CSc1nc(C)cc(C)n1)=C\c1ccccc1,-4.8,-3,.,15,-15,-6,-7,0,-0.4,3
Cc1ccc(C)c(NC(NC(=O)c2ccccn2)C(Cl)(Cl)Cl)c1 (configuration not stated),-1.5,.,-2,-5,-9,4,20,-2,0.0,1
CCCOc1cccc(C(=O)NC(=S)Nc2ccccc2)c1,-0.6,-5,1,64,-3,5,0,4,0.7,-2
COCCNc1c([N+](=O)[O-])c(=O)n(-c2ccccc2)c2ccccc12,-4.2,-1,3,5,-3,-9,.,2,0.1,0
O=C1NC(c2ccco2)Nc2sc3c(c21)CCN(Cc1ccccc1)C3 (configuration not stated),-0.3,.,3,-1,-7,23,-12,-1,2.9,1
O=C(O)c1ccc(CSc2nnc(-c3ccncc3)n2-c2ccc(Cl)cc2)cc1,-1.8,2,-3,-2,-3,1,-4,?,-0.1,0
COc1ccc(NS(=O)(=O)c2ccc3c(c2)Cc2ccccc2-3)cn1,-2.5,-3,27,-11,-3,3,.,3,0.3,0
CC1CCCN(C(=O)COC(=O)c2cc([N+](=O)[O-])ccc2N2CCOCC2)C1 (configuration not stated),-2.3,-5,-5,-9,5,-7,12,2,0.0,1
COc1ccc(/C=N/NC(=O)c2ccc(Cn3cc([N+](=O)[O-])cn3)o2)cc1O,-0.9,.,.,3,-3,-3,-1,0,1.9,-1
CCCC(C)NC(=O)CSc1nc2ccc(C)cc2[nH]1 (configuration not stated),-2.6,-4,0,-7,-5,6,4,5,-0.7,-1
CC(=O)Nc1ccc(Nc2c3c4c(cccc4n(C)c2=O)C(=O)c2ccccc2-3)cc1,-0.3,-1,-2,-4,-8,178*,.,-1,-1.5,-10
O=c1c2ccccc2nc2n1CCCCC2,-0.1,.,.,.,-5,4,-16,-1,0.8,-1

# Some of these compounds in order of the Wnt bcat act value, descending:
Molecule,CAL PDZ FP-1,CAL PDZ FP-2,Wnt bcat act,MITF TRPM1 HTS,dFosB activator,Rtt109 HAT inh,Tat export inh,CDK5 p35 inh,V-ATPase pHluor
COc1ccc(NS(=O)(=O)c2ccc3c(c2)Cc2ccccc2-3)cn1,-2.5,-3,27,-11,-3,.,3,0.3,0
O=c1c2[nH]c3ccccc3c2nc2n1CCCS2,-0.1,3,2,4,-4,3,-5,0.5,1
Cc1cccc(NS(=O)(=O)c2nnc(NC(=O)CC(C)C)s2)c1,-1.3,-3,0,2,-2,-1,-5,0.8,-2

# The list goes on:
SMILES,CAL PDZ FP-1,CAL PDZ FP-2,Wnt bcat act,MITF TRPM1 HTS,dFosB activator,cardiac RTF act,Rtt109 HAT inh,Tat export inh,CDK5 p35 inh,V-ATPase pHluor
O=C(Cc1ccc(S(=O)(=O)N2CCCC2)s1)N1CCN(c2ccc(F)cc2)CC1,-1.6,-3,0,4,-6,-3,11,1,-2.4,-2
CN(Cc1ccccc1)C(=O)CN1C(=O)c2ccccc2S1(=O)=O,-1.8,.,16,-2,-4,-7,-9,-1,-1.9,0
COc1cccc(-n2nnnc2SCC(=O)Nc2cccc(C)n2)c1,-3.2,-3,0,16,-5,-8,3,2,1.1,0
Cc1nc(COC(=O)c2ccc(S(=O)(=O)N3CCCC3)cc2)cs1,-2.0,-2,-4,.,-4,8,2,8,0.2,-1
CC1(C(=O)OCC(=O)Nc2cc(S(=O)(=O)N3CCOCC3)ccc2Cl)CC1(Cl)Cl (configuration not stated),-0.1,-6,5,-2,-5,-2,7,3,1.3,-2
Cc1c(Oc2ccc(C(F)(F)F)cc2[N+](=O)[O-])ccc2c3c(c(=O)oc12)CCC3,-0.8,0,.,18,3,3,-3,-11,0.2,-1
CC1CCN(C(=O)COC(=O)c2ccc3c(c2)C(=O)N(Cc2ccco2)C3=O)CC1,-2.5,-2,-1,8,-8,-8,10,-5,1.0,8
CCOc1cc(C(=O)Nc2ccc([N+](=O)[O-])cn2)cc(OCC)c1OCC,0.3,-2,-2,11,-5,2,3,-4,0.5,-3
Cn1cccc1Cc1nnc(SCC(=O)Nc2ccc3c(c2)OCO3)n1CCc1ccccc1,-1.2,-4,0,-1,-1,-8,-2,7,2.5,2
O=C(NC(=S)Nc1c(F)cc(F)cc1Br)c1ccc2c(c1)OCCO2,-2.4,20,1,12,-6,1,-1,29,-0.5,2

# Limited to Rtt109 HAT inh (5 entries from above):
compound | Rtt109 HAT inh
CC1CCN(C(=O)COC(=O)c2ccc3c(c2)C(=O)N(Cc2ccco2)C3=O)CC1 | 10
CC1(C(=O)OCC(=O)Nc2cc(S(=O)(=O)N3CCOCC3)ccc2Cl)CC1(Cl)Cl (configuration not stated) | 7
CN(Cc1ccccc1)C(=O)CN1C(=O)c2ccccc2S1(=O)=O | -9
CCOc1cc(C(=O)Nc2ccc([N+](=O)[O-])cn2)cc(OCC)c1OCC | 3
COc1cccc(-n2nnnc2SCC(=O)Nc2cccc(C)n2)c1 | 3

# Remaining list, next part.
SMILES,CAL PDZ FP-1,CAL PDZ FP-2,Wnt bcat act,MITF TRPM1 HTS,dFosB activator,cardiac RTF act,Rtt109 HAT inh,Tat export inh,CDK5 p35 inh,V-ATPase pHluor
Cc1ccc(O)c(C=Nc2cc(C)ccc2O)c1,1.0,-6,5,-13,-3,-3,0,0,0.3,3
O=C1CCc2ccc(NS(=O)(=O)c3ccc(F)cc3)cc2N1,-1.3,-8,2,2,-7,7,4,9,-6.9,2
N#Cc1ccc(C(=O)Nc2nc3ccccc3[nH]2)cc1,-1.4,-3,-1,48,-4,-2,1,27,-8.7,2
Nc1nc(NCC(=O)O)nc(NC2CCCCC2)c1[N+](=O)[O-],-0.2,-9,1,-2,1,0,9,-3,-0.6,-1
COc1ccc(/C=C/c2nc(S(=O)(=O)c3ccccc3)c(N(C)C)o2)cc1OC,-0.1,-7,0,1,-7,-4,1,17,1.2,2
COc1ccc(-n2ncc3c(NCc4ccccn4)ncnc32)cc1,-3.0,-5,.,.,-11,-1,2,10,0.5,0
CC1Cn2c(nc3sc4c(c3c2=O)CCC4)N1CCO (configuration not stated),0.3,.,.,.,-4,6,6,3,-1.3,-1
O=C(NNS(=O)(=O)c1ccccc1[N+](=O)[O-])c1cccnc1,-1.0,1,-1,9,6,-3,1,-1,0.5,-3
Cc1nnc(C)n1/N=C/c1ccc(C(C)C)cc1,-2.5,-1,-3,5,-1,13,1,1,-0.7,0
Cc1ccn2c(C(=O)NNC(=O)Nc3ccc(Cl)cc3)c(C)nc2c1,-2.4,-3,-2,11,-13,6,16,-6,-0.8,4
C=CCN(CC=C)C(=O)c1ccccc1NC(=O)c1ccccc1C,0.5,.,-1,.,3,3,-1,-6,-2.1,-3
CN(CC(O)COc1ccc(OCC(O)CN(C)C2CCCCC2)cc1)C1CCCCC1 (configuration not stated),-1.0,-2,.,16,-6,-4,15,-5,1.3,3
Cn1c(N)c(S(=O)(=O)N2CCN(c3ccccc3F)CC2)c(=O)n(C)c1=O,1.4,-1,-1,11,-8,-1,10,0,1.9,-7
COCCNC(=O)C1CC(=O)N(c2ccc(F)c(Cl)c2)C1 (configuration not stated),1.6,.,-2,11,0,0,-15,5,-0.3,0
Cc1ccc(NC(=O)CNCc2ccc(Cl)cc2Cl)cc1S(=O)(=O)N(C)C,0.3,-4,2,-1,-20,1,2,-1,0.2,2
CCOC(=O)C1C(c2cccc(Cl)c2Cl)NC(=O)NC1(O)C(F)(F)F (configuration not stated),-3.3,-1,-5,.,5,-4,0,-3,-0.6,-2
Cc1noc(NC(=O)c2ccccc2)c1C#N,-0.1,1,1,1,-10,-3,11,6,-1.5,0
